APP 5'UTR act: activators of APP 5'UTR luciferase reporter, primary screen, SH-SY5Y cells; SH-SY5Y APP 5'UTR luciferase reporter, luminescence; zero percent = DMSO vehicle wells; activation, % at 2 µM; 190,000 tested, 1% active;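 active means activation above a set limit, based on mean plus 3 SD of controls, cut at about 140% in these data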; further: values of inactives mirror those of a sister screen read the other way
STAT1 inh: STAT1 signaling inhibitors, primary screen, cell-based, HTS, luciferase reporter; NIH 3T3 STAT1-luciferase reporter, IFN-gamma, luminescence; inhibition, % at 5.5 µM; AID 920, 2007; 200,000 tested, 0.35% active;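 active means inhibition above a set limit, the mean inhibition across all tested compounds plus 3 SD, cut at about 34% in these data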;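 further: 0% = IFN-gamma with DMSO and 100% = IFN-gamma with 300 µM nifuroxazide; values of inactives mirror those of a sister screen read the other way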
NF-kB neuron act: activators of NF-kB expression in neurons, primary screen, cell-based, HTS; human neuronal cells, NF-kB reporter expression; active compounds read high; fold change at 12.5 µM; 190,000 tested, 1.6% active; AID 1239, 2008; in the data active means fold change above about 3.3
FLuc stim CS: FLuc activators, initial screening, artefact control for FLuc-dependent activation tests, biochemical, ATPlite luminescence; Luciferin 4-monooxygenase (Photinus pyralis), P08659; ATPlite luciferase biochemical, 10 min; 0 = ATP-free wells, 1 = DMSO control; activation factor at 10 µM; 200,000 tested, under 10 active; AID 1027, 2008;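 active means luciferase activation factor, scaled between plate controls, of at least 2 with compound at 10 µM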
Target sequence (P08659 whole entry, looked up): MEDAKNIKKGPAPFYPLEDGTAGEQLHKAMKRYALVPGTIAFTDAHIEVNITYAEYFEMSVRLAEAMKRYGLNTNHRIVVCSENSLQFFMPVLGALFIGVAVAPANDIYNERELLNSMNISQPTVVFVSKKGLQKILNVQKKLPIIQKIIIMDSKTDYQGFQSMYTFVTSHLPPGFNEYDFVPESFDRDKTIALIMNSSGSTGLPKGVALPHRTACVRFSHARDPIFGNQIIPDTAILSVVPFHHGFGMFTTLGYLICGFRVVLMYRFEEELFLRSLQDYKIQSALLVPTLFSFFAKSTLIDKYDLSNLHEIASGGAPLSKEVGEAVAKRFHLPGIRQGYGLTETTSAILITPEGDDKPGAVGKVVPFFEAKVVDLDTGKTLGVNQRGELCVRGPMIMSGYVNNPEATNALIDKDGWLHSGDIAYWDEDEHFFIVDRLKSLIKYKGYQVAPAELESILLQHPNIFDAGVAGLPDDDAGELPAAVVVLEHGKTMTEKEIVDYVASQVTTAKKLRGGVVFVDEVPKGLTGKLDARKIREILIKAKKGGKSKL
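System: Luciferase/luciferin detection reagent, cell-free biochemical luciferase assay | Medium: PBS buffer for ATP | Dosing: Test compounds dosed from 2 mM stocks in 100% DMSO | Timing: 10 min at ambient temperature | Signal: Luminescence measurement of luciferase light output | Evaluation: Luciferase activation, seen as luminescence increase over controls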
STAT3 act: IL-6 driven STAT3 reporter potentiators, primary screen, U3A cells, luciferase, luminescence, MLSCN library; 190,000 tested, 0.91% active; IL-6 STAT3-luciferase reporter; 100% = signal with IL-6 EC80 alone; activation (% of control), % at 5.6 µM;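 active means activation above the screen-wide mean of compound activation plus 3 SD, cut at about 130% in these data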;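 further: 0% = background luminescence of wells with medium and substrate only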
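Material: STAT1-lacking human U3A cells, STAT3 luciferase reporter | Benchmarks: IL-6-only wells as 100% reference | Probe or stimulus: IL-6 (33 ng/mL) | Timing: Compound 1 h, then IL-6 6 h at 37 °C | Detection: Luminescence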
APP 5UTR inh: inhibitors of APP translation via 5'UTR reporter, primary screen, APP 5'UTR luciferase, SH-SY5Y cells | inhibition, % at 2 µM | 190,000 tested, 0.82% active | SH-SY5Y APP 5'UTR-luciferase reporter, luminescence;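 active means inhibition above a set limit, derived from the sample mean plus 3 SD, cut at about 45% in these data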; further: values of inactives mirror those of a sister screen read the other way
FLuc inhib CS: firefly luciferase enzyme inhibitors, primary screen, artefact control for luciferase-based inhibitor screens, biochemical, luminescence, ATPLite; Luciferin 4-monooxygenase (Photinus pyralis), P08659; 200,000 tested, 1.5% active; AID 1006, 2008; 10 min; inhibition, % at 10 µM;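 active means inhibition above about 50% when tested at 10 µM, limit read from the data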
ROMK mod: ROMK potassium channel modulators, primary screen, cell-based, thallium flux, MLSMR library; Tet-inducible ROMK, thallium flux fluorescence; actives lie on both sides; B-score at 10 µM; 130,000 tested, 2% active; AID 1918, 2009;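 active means signal ratio slope over the read window, or its plate-corrected B-score, at least 3 SD from the plate mean, either direction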;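 further: B-score of the F/F0 ratio slope over 7 to 12 s after thallium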
Target sequence (P48048 whole entry, looked up): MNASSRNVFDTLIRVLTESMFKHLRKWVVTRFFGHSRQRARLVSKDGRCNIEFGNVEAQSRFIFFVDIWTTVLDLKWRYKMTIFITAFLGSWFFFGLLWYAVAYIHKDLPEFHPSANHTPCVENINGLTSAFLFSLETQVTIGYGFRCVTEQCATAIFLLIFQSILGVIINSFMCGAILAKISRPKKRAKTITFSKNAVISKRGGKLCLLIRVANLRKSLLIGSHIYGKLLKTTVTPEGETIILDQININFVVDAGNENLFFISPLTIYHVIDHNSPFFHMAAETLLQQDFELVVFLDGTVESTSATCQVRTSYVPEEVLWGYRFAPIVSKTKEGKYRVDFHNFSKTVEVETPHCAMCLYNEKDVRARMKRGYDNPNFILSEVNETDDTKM
STAT3 blocker: IL-6 driven STAT3 reporter inhibitors, primary screen, U3A cells, luciferase, luminescence, MLSCN library | IL-6 STAT3-luciferase reporter; host cell line lacks STAT1 | AID 862, 2007 | inhibition, % at 5.5 µM | 190,000 tested, 0.89% active;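 active means inhibition above the mean inhibition across all screened compounds plus 3 SD, cut at about 44% in these data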;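 further: 0% = DMSO only wells and 100% = 100 µM nifuroxazide control wells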
STAT1 activator: STAT1 signaling activators, primary screen, cell-based, HTS, luciferase reporter | NIH 3T3 STAT1-luciferase reporter, IFN-gamma, luminescence; 100% = IFN-gamma alone, no compound | activation (% of control), % at 5.5 µM | 200,000 tested, 2.6% active;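 active means activation above the screen-wide mean activation plus 3 SD, cut at about 130% in these data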;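 further: raw ratio to IFN-gamma control signal so 100% means no change and 0% no light; values of inactives mirror those of a sister screen read the other way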
Active calls of the source: *; nt = no result given.

SMILES	APP 5'UTR act	STAT1 inh	NF-kB neuron act	FLuc stim CS	STAT3 act	APP 5UTR inh	FLuc inhib CS	ROMK mod	STAT3 blocker	STAT1 activator
O=C(CCc1ccccc1)Nc1cc2c(cc1Cl)OCCO2	82	-62	2.5	0.9	117	-82	8	-0.0098	-19	158*
CCOc1ccc(NC(=S)NCCN2CCN(Cc3ccccc3)CC2)cc1	1	6	1	1.1	107	-1	-5	-0.0064	-8	94
O=C(Nc1nccs1)c1ccc(S(=O)(=O)NCc2cccs2)cc1	7	8	0.95	1	80	-7	-4	0.067	31	93
COc1cc(NC(=O)CN2C(=O)NC(c3ccccc3)(c3ccccc3)C2=O)c(C)cc1[N+](=O)[O-]	-10	-1	0.73	1	101	10	-5	0.14	3	101
Cn1nc(C(F)(F)F)c(CO)c1Sc1ccc(F)cc1	-3	2	0.98	1.1	102	3	-7	0.44	3	95
Fc1cccc(F)c1/C=N/NC(=S)Nc1cccnc1	1	-1	1.2	1	91	-1	-2	0.45	17	100
C=CCNc1ncnc2c1cnn2-c1cccc(C)c1	212*	-43	5*	0.6	96	-212	42	nt	5	142*
COC(=O)c1ccccc1NC(=O)c1ccco1	6	1	1.1	1	89	-6	2	nt	17	99
CC(=O)ON1C(C)(C)CC(OC(=O)c2ccccc2)CC1(C)C	-17	-9	1.1	1.1	92	17	-9	0.26	13	107
CC(=C\C(=O)O)/C(=C/c1ccccc1)C(=O)O	-3	4	0.92	1	97	3	-2	nt	4	96
O=C(/C=C/c1ccc(Cl)cc1Cl)NCc1ccco1	62	-15	2	0.8	90	-62	19	nt	13	114
Cc1cccc2c1Sc1ccccc1CC2=O	14	-2	1.1	1.1	104	-14	-7	nt	6	102
CC(C)CC(NC(=O)C(CC(C)C)NC(=O)OC(C)(C)C)C(=O)O (configuration not stated)	11	-2	1	0.9	92	-11	5	0.0012	11	102
O=C(Nc1cccc(NC(=O)c2cccs2)c1)c1ccc2c(c1)OCCO2	7	-19	1.4	0.7	102	-7	34	-0.49	3	118
Cc1ccc(C(=O)CSc2nnc(COc3ccc(C#N)cc3)n2-c2ccccc2)cc1	7	0	1.1	1.1	92	-8	-6	nt	15	100
COc1ccccc1OCCOCCOc1ccc(C)cc1Br	-2	-1	1.1	1.1	100	2	-6	nt	-1	101
O=C(CSc1nc2c(c(=O)n1-c1ccc(Br)cc1)SCC2)NCc1ccco1	-26	13	1.1	1	98	26	-2	-0.15	3	88
Cc1cccc(Cc2nnc(CCC(=O)N3CCCC(CN4CCOCC4)C3)o2)c1 (configuration not stated)	0	-2	1	1	104	0	-3	0.69	-2	100
Cc1ccccc1COC[C@H](CC(C)C)N1CCN(C(=O)c2cccc(C(F)(F)F)c2)CCC1=O	6	7	0.67	1	104	-6	-3	-1.4	-8	94
Cn1c(=O)c2c(nc(CN3CCOCC3)n2CCCO)n(C)c1=O	4	-6	1.1	1	102	-4	1	0.43	2	107
Cc1ccc(S(=O)(=O)NCCCCCC(=O)Nc2ccccn2)cc1	-9	3	1	1.1	103	9	-5	0.06	3	98
CCc1ccc(NC(=O)CSc2nc3cc(C(=O)OC)ccc3c(=O)n2Cc2ccco2)cc1	-13	4	1.2	1	98	13	3	0.056	5	96
O=C(CSCc1ccc([N+](=O)[O-])cc1)NC1CCCCCC1	4	0	1	1	89	-4	-4	-0.52	19	99
CCCN1CCCc2cc(CN(CCCN3CCOCC3)C(=O)Nc3ccc(OCC)cc3)ccc21	-11	1	0.85	1.1	104	11	-5	-1.7	-4	99
COc1ccc(OC)c2sc(NNC(=O)COc3ccccc3)nc12	2	6	1.3	1	104	-2	-5	0.2	-3	93
CCOc1ccccc1N1CCN(c2nc(N)c(C#N)c(CC#N)c2C#N)CC1	0	-1	0.69	1	101	0	-4	-2.4	2	96
Cc1ccc(C(=O)N(c2ccccn2)C(C)c2ccco2)cc1C (configuration not stated)	5	-7	1.4	1	99	-5	-1	-0.74	9	106
CC1(C2CC2)NC(=O)N(CC(=O)Nc2ccccc2-c2ccccc2)C1=O (configuration not stated)	-12	-3	1.6	1	102	12	-5	0.097	0	101
O=C(COc1ccccc1)N1CCc2ccccc2C1	19	-10	1.6	1	101	-19	-2	nt	3	110
O=C(CSc1ccc(-c2cccnc2)nn1)N1CCCC1	19	1	1.3	1.1	98	-19	-9	0.13	7	99
N#Cc1ccc(COC(=O)c2ccc(N3CCCC3)c([N+](=O)[O-])c2)cc1	21	6	1.1	1	107	-21	-2	nt	-2	95
CC(c1ccco1)N(C(=O)c1ccc(F)cc1)c1ccccn1 (configuration not stated)	22	1	1	1	113	-22	3	-0.1	-7	98
COc1ccc(C2CC(c3cccs3)=NN2C(=O)CSc2nnc(N)s2)cc1OC (configuration not stated)	-9	6	1.2	1	92	9	0	-0.27	12	93
CCCCNC(=O)CSc1nc2ccccc2c(=O)n1CC1COc2ccccc2O1 (configuration not stated)	13	2	0.94	1	91	-13	-4	nt	15	99
COC(=O)N/N=C(\C)c1ccccc1OC(F)F	8	1	1.1	1.1	102	-8	-6	-0.03	1	99
COC(C(=O)Nc1ccc(Br)cc1F)c1ccccc1 (configuration not stated)	21	15	1.2	1	101	-21	0	nt	4	85
Cc1ccc(NC(=O)C(C)Sc2nnc(-c3cccnc3)n2-c2ccccc2)cc1 (configuration not stated)	nt	-1	0.96	1.1	100	nt	-5	-0.013	7	101
Cn1c(N2CCCCC2)nc2c1c(=O)[nH]c(=O)n2C	10	-3	1.1	1	101	-10	-3	0.018	1	103
O=C(NCc1ccccc1Cl)c1cc([N+](=O)[O-])ccc1Cl	-8	2	1.1	1	109	8	-2	-0.2	-5	97
CCOC(=O)c1sc2ncnc(N3CCN(C(=O)OCC)CC3)c2c1C	15	5	1.4	1.1	89	-15	-11	-2.1	17	94
Cc1ccc(N=c2c([N+](=O)[O-])nn(-c3ccccc3)n2O)c(C)c1	42	-11	1.8	1.1	98	-42	-8	-0.69	3	110
Cc1ccc(Nc2nnc(SCC(=O)N(C)C3CCS(=O)(=O)C3)s2)cc1 (configuration not stated)	6	2	1.9	0.2	102	-6	76*	0.012	0	98
COc1ccccc1NC(=S)NC(=O)C1CC1	-6	1	1.1	1	102	6	-5	nt	1	100
Cc1occc1C(=O)NC(C)CCc1ccccc1 (configuration not stated)	0	-6	1.1	1.1	101	0	-7	0.8	6	106
O=C(c1cc(NC(=O)C23CC4CC(CC(C4)C2)C3)cc(NC(=O)C23CC4CC(CC(C4)C2)C3)c1)N1CCCCC1	5	-4	0.9	1.1	96	-5	-10	-0.63	9	108
Cc1noc(C)c1S(=O)(=O)N1CCC(C(=O)N2CCN(c3ccc(Cl)cc3)CC2)CC1	-4	21	0.65	1.1	89	4	-5	-1.9	18	81
CC(=O)N(C)c1ccc(NC(=S)NCC(C)C)cc1	13	-6	1.2	1	102	-13	1	nt	2	103
CC(C)(C)NCCCOc1ccc(Cl)cc1C(C)(C)C	26	-5	0.97	1	108	-26	0	-2.4	0	105
CN(C)c1ccc(CNC23CN4CN(CN(C4)C2)C3)cc1	-7	-1	1.2	1.1	103	7	-9	nt	-1	101
COc1ccc(NC(=O)c2sc(N3CCOCC3)nc2-c2ccccc2)c(OC)c1	2	23	0.43	1	95	-2	3	nt	1	79

Just STAT1 inh, FLuc inhib CS and STAT3 blocker (two entries from above):
| Molecule | STAT1 inh | FLuc inhib CS | STAT3 blocker |
| --- | --- | --- | --- |
| Cc1cccc2c1Sc1ccccc1CC2=O | -2 | -7 | 6 |
| CC(C)CC(NC(=O)C(CC(C)C)NC(=O)OC(C)(C)C)C(=O)O (configuration not stated) | -2 | 5 | 11 |

(continued)
SMILES	APP 5'UTR act	STAT1 inh	NF-kB neuron act	FLuc stim CS	STAT3 act	APP 5UTR inh	FLuc inhib CS	ROMK mod	STAT3 blocker	STAT1 activator
O=C(Nc1cc(C(F)(F)F)ccc1N1CCOCC1)c1cccc(F)c1	-15	5	0.82	1	103	15	1	-0.59	-4	91
CCCCN1C(=O)c2ccc(C(=O)Nc3ccc(C)c(S(=O)(=O)N(C)C)c3)cc2C1=O	-7	9	0.64	1	98	7	0	nt	2	92
Cc1cc(NC(=O)c2ccc(C#N)cc2)on1	4	-2	1.3	0.9	86	-4	8	nt	21	100
Cc1ccc(CN2CCNC(=O)C2CC(=O)N(Cc2c(C)nn(C)c2C)C2CC2)o1 (configuration not stated)	25	11	nt	1	103	-25	-3	nt	2	89
O=C(Cn1c(O)c(/C=C2\C=Nc3ccccc32)sc1=O)Nc1ccc2c(c1)OCO2	-4	3	1.2	1	95	4	-2	-0.76	11	97
COc1cccc(CNC(=O)c2cc3oc4ccccc4c3n2C)c1OC	8	5	0.98	1	99	-8	1	nt	7	95
CCOC(=O)c1c(NC(=O)c2cc3n(n2)C(C(F)(F)F)CC(c2ccccc2)N3)sc(C)c1C (configuration not stated)	2	4	1.1	1	103	-2	-4	0.61	-4	96
COc1ccc(N2CCN(C(CNS(C)(=O)=O)c3ccco3)CC2)cc1 (configuration not stated)	26	0	1.1	1	103	-26	-1	-0.052	7	98
CCn1cc(C(=O)O)c(=O)c2cc(F)c(N3CCN(S(=O)(=O)c4ccc(Br)cc4)CC3)cc21	-11	4	0.87	1.1	106	11	-5	0.057	-5	97
COc1ccc(NC(=O)/C(C#N)=C\c2cc(OC)c(OCc3ccc(C(=O)O)cc3)cc2Br)cc1	1	2	0.99	1.1	102	-1	-8	-2.4	2	97
O=C(CN1CCN(c2ccc(O)cc2)CC1)Nc1ccc2c(c1)OCCO2	2	6	1.5	1.1	100	-2	-5	0.1	1	93
O=C(Cc1ccc(F)cc1)N1CCC(N2CCC(C(=O)N3CCOCC3)CC2)CC1	13	-2	1	1	98	-13	-4	-0.19	4	100
Cc1ccc(Sc2cnc(N)nc2C)cc1	3	8	1.6	1.1	105	-3	-8	0.46	-2	91
O=C(c1ccc2c(=O)n(CC3CCCO3)c(=S)[nH]c2c1)N1CCN(c2ccccc2)CC1 (configuration not stated)	16	1	0.92	1	100	-16	-3	0.93	3	99
Cc1occc1-c1nnc(SCC(=O)N(C)C)o1	0	-12	1.4	1	99	0	-2	-0.029	8	111
CCC(C)NS(=O)(=O)c1ccc(-c2csnn2)s1 (configuration not stated)	4	1	0.99	1.1	102	-4	-10	-0.64	2	99

Looked up above.
O=C(c1ccc2c(=O)n(CC3CCCO3)c(=S)[nH]c2c1)N1CCN(c2ccccc2)CC1 (configuration not stated) @ APP 5'UTR act: 16
CCC(C)NS(=O)(=O)c1ccc(-c2csnn2)s1 (configuration not stated) @ STAT1 activator: 99
Cc1ccc(Sc2cnc(N)nc2C)cc1 @ NF-kB neuron act: 1.6
O=C(CN1CCN(c2ccc(O)cc2)CC1)Nc1ccc2c(c1)OCCO2 @ STAT3 blocker: 1
O=C(Cc1ccc(F)cc1)N1CCC(N2CCC(C(=O)N3CCOCC3)CC2)CC1 @ STAT1 activator: 100
